PI4K2A inh: qHTS for small molecular inhibitors of PI4K2A; Phosphatidylinositol 4-kinase type 2-alpha (Homo sapiens), Q9BTU6; purified PI4K2A, ADP-Glo luminescence, 1 h; hits give low values; activity change, negative = inhibition, % at 76.9 µM; actives 0.13% (n = 420,000); AID 1346378, 2018; in the data active = activity change below about -50%; inconclusive = mostly about -30% to -49%;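 also: -100% = wells without enzyme as full effect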
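ADP-Glo luminescence measured ADP generated by PI4K2A enzyme (4 ug/mL before mixing) with 1.2 mM PI substrate (pre-mix) and 300 microM ATP (pre-mix). Tris pH7.5 buffer with MgCl2, Triton X-100; 1 h reaction at ambient temperature.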
BAZ2B block: qHTS Assay for Inhibitors of BAZ2B; AID 504333, 2011; Potency, µM (highest dose often 114 µM), for the others: top-dose activity change, negative = inhibition, actives largely listed as inhibitors; AlphaScreen BAZ2B-H3K14Ac peptide displacement; actives 4.4% (n = 360,000); Bromodomain adjacent to zinc finger domain protein 2B (Homo sapiens), Q9UIF8; also: potency is read from the fitted curve at half-maximal effect; % is scaled to controls: 0 for no effect and ±100 for the full control effect; nearly all actives have a fitted effect of over 60% in size
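Compounds, titrated to a top concentration of 110 uM, were incubated 30 min at room temperature with preformed BAZ2B/acetyl-K14 H3 peptide complex (50 nM each). Proximity signal was measured by AlphaScreen after 20 min with beads.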
JMJD2A Tudor: qHTS Assay for Inhibitors of JMJD2A-Tudor Domain. AID 504339, 2011. Potency, µM (highest dose often 114 µM), without a hit: at the top dose activity change, negative = inhibition, actives largely listed as inhibitors. actives 4.4% (n = 390,000). Lysine-specific demethylase 4A (Homo sapiens), O75164. AlphaScreen JMJD2A-Tudor / H3K4me3 peptide binding; also: potency is read from the fitted curve at half-maximal effect; % is scaled to controls: 0 for no effect and ±100 for the full control effect; nearly all actives have a fitted effect of over 50% in size
GLS inh: qHTS for Inhibitors of Glutaminase (GLS) | Glutaminase kidney isoform, mitochondrial (Homo sapiens), O94925 | GLS enzymatic activity, qHTS titration | Potency, µM (titrated, usually from 45.5 µM), for the others: at the highest dose activity change, negative = inhibition, hits mostly inhibitors | actives 0.21% (n = 410,000) | AID 624170, 2012; also: potency is read from the fitted curve at half-maximal effect; % is scaled to controls: 0 for no effect and ±100 for the full control effect
Target sequence (O94925 whole entry, looked up, canonical isoform): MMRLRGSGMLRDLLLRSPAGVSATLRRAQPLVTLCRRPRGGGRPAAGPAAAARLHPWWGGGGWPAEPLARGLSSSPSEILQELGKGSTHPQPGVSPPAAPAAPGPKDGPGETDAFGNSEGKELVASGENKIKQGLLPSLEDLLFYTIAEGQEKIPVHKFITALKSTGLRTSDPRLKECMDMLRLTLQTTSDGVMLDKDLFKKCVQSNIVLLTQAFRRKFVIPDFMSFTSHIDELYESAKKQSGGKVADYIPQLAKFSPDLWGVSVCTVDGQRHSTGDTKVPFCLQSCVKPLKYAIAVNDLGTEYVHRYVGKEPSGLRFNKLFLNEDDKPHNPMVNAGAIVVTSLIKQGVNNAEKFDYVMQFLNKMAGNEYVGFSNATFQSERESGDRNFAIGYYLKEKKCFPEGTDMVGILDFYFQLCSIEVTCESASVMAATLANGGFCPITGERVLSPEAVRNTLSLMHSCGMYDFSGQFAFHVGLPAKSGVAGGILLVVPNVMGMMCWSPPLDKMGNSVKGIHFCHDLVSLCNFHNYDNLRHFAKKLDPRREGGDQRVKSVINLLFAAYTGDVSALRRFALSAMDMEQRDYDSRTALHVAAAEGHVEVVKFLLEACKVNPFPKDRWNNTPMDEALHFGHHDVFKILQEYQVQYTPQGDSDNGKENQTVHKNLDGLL
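Coupled fluorescence readout: glutamate oxidase/HRP/Amplex Red detect glutamate formed by hKGA from L-glutamine (1 mM solution added). Buffer 45 mM KH2PO4 pH 8.2, 0.02% Tween-20; reads at t0 and 30 min RT.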
G9a block: qHTS Assay for Inhibitors of Histone Lysine Methyltransferase G9a; Potency, µM (titrated, usually from 102 µM), for inactives: top-dose activity, negative = inhibition, most hits filed as inhibitors; G9a H3K9 monomethylation, AlphaScreen, 2 h; actives 8.8% (n = 350,000); also: potency is read from the fitted curve at half-maximal effect; % is scaled to controls: 0 for no effect and ±100 for the full control effect; nearly all actives have a fitted effect of over 75% in size
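Quantitative HTS format: methyltransferase activity on a biotin-tagged H3K9 peptide is measured by AlphaScreen, using a rabbit anti-monomethyl-H3K9 antibody with streptavidin donor and anti-IgG acceptor beads. Final levels are 20 nM enzyme, 500 nM peptide, 20 uM SAM; 2 h RT.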
Tb PGK inh: qHTS Assay to Find Inhibitors of Phosphoglycerate Kinase; Phosphoglycerate kinase, glycosomal (Trypanosoma brucei brucei), P07378; PGK/GAPDH coupled, Kinase-Glo luminescence, 60 min; Potency, µM (series often up to 57.5 µM), for the others: at the top dose activity change, negative = inhibition, actives largely listed as inhibitors; actives 0.043% (n = 380,000); also: potency is read from the fitted curve at half-maximal effect; % is scaled to controls: 0 for no effect and ±100 for the full control effect; nearly all actives have a fitted effect of over 60% in size
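Recombinant glycosomal PGK reaction used 1,3-bisphosphoglycerate generated in-well by GAPDH (100nM final) in 100mM TEA pH 7.6, 5mM MgCl2, 0.01% Tween-20. After 60 minutes at room temperature, ATP was read by Kinase-Glo Plus luminescence end-point.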
Pin1 inhibitor: qHTS Assay to Find Inhibitors of Pin1. Peptidyl-prolyl cis-trans isomerase NIMA-interacting 1 (Homo sapiens), Q13526. Pin1 FP peptide displacement, HiFluor488, 10 min. Potency, µM (highest dose often 115 µM), for the others: at the top dose activity, negative = inhibition, hits mostly inhibitors. actives 0.009% (n = 390,000); active = well fitted inhibition curve with a large enough effect in the polarisation, with a control signal flat, not every such curve was filed as active; inconclusive = small, poorly fitted or top-dose-only effect, or effect the other way, or a change in a side signal; inactive = no such curve, though single readings can be large or run the other way; the % refers to the polarisation; also: potency is read from the fitted curve at half-maximal effect; % is scaled to controls: 0 for no effect and ±100 for the full control effect
Target sequence (Q13526 whole entry, looked up): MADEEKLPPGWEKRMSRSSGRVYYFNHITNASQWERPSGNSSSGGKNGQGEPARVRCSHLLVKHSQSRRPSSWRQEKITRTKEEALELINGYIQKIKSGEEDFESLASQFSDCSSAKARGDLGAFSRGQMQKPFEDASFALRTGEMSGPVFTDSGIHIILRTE
POLH inh: qHTS for Inhibitors of Polymerase Eta | DNA polymerase eta (Homo sapiens), Q9Y253 | recombinant Pol eta, fluorescent DNA replication assay | Potency, µM (top dose mostly 114 µM), for inactives: at the top dose activity change, negative = inhibition, hits mostly inhibitors | actives 1.2% (n = 390,000) | AID 588591, 2011; also: potency is read from the fitted curve at half-maximal effect; % is scaled to controls: 0 for no effect and ±100 for the full control effect
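Fluorescent replication assay: 50 nM final substrate added after a 15 min room-temperature compound preincubation with 10 nM enzyme. Signal taken at 0 min and again at 10 min.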
HP1b chromo inh: HTS for Inhibitors of HP1-beta Chromodomain Interactions with Methylated Histone Tails; Potency, µM (highest dose often 114 µM), inactives show top-dose activity change, negative = inhibition, usual class: inhibitors; actives 0.56% (n = 390,000); AID 540317, 2011; AlphaScreen HP1-beta / biotin-H3K9me3 peptide binding; Chromobox protein homolog 1 (Homo sapiens), P83916; also: potency is read from the fitted curve at half-maximal effect; nearly all actives have a fitted effect of over 70% in size; inactives centre near 23
Target sequence (P83916 whole entry, looked up): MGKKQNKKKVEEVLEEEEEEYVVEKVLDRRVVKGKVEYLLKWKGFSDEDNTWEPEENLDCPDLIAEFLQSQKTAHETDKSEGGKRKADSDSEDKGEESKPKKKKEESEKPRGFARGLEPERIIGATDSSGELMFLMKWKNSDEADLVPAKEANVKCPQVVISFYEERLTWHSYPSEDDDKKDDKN
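Compound inhibition of the preformed complex between 50 nM HP1-beta and 50 nM biotinylated H3K9me3 peptide was read by AlphaScreen. Buffer was PBS pH 7.4 with 0.01% Tween-20. Incubations ran 30 min at room temperature, with 10 ug/mL donor/acceptor beads.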
The depositor's hits bear a star; i = inactive; ? = inconclusive; nt = not tested or not shown; [ ] = another dose, or the depositor's remark. Unless noted, calls follow the shape of the dose curve; as a rule, active = well fitted curve in the direction sought with a large enough effect; inconclusive = small, poorly fitted or top-dose-only effect, or another doubt; inactive = no such curve, though single readings can be large; an effect the other way counts as inactive or inconclusive. Some of the compounds tested; rates above refer to the full screens.

1	O=C(O)CCc1ccc(-c2ccccc2)n1-c1cccc(O)c1
2	CCCCCc1ccc(-c2nnc(N)s2)cc1
3	CC(C)(C)c1nnc(N/N=C/c2ccc(O)cc2)n(N)c1=O
4	CCN(C(=O)COC(=O)c1cccnc1SC)c1c(N)n(Cc2ccccc2)c(=O)[nH]c1=O
5	CN(C)c1nc(N2CCN(c3ccccc3)CC2)c(C#N)c(=O)o1
6	CCCCC1CCC(c2ccc(C(N)=O)cc2)CC1 (centres undefined)
7	O=C(NCC1CCCCC1)c1ccco1
8	Cc1cc(=O)oc2cc(OCC(=O)N3c4ccccc4CC3C)ccc12 (centres undefined)
9	COc1ccc(C(C(=O)NC(C)C)N(C(=O)CCC(=O)Nc2nccs2)c2ccccc2F)cc1 (centres undefined)
10	O=C(COc1ccc(Cl)cc1)Nc1cccc(-c2ccc(N3CCOCC3)nn2)c1
Screen / compound no.,1,2,3,4,5,6,7,8,9,10
PI4K2A inh,-8,3,-1,-13,-16,-1,5,6,4,-3
BAZ2B block,-35%,-7%,-4%,-3%,-5%,-6%,-7%,12%,-8%,9%
JMJD2A Tudor,?,-11%,-9%,1%,6%,-10%,-9%,-9%,?,-13%
GLS inh,2%,1%,4%,0%,nt,9%,1%,14%,0%,-1%
G9a block,?,-4%,15%[59 µM],1%[12.7 µM],-9%[59 µM],28%,4%[59 µM],-6%[59 µM],-2%,9%
Tb PGK inh,-5%,-9%,-5%,9%,-4%,9%,-4%,4%,1%,3%
Pin1 inhibitor,21%,-8%,1%,4%,?,-12%,3%,-4%,-1%,6%
POLH inh,-3%,-14%,-7%,-1%,2%,-8%,4%,-2%,-4%,-14%
HP1b chromo inh,-6%,27%,13%,46%[activator],32%,26%,18%,17%,?,6%

11	CC(C)COC(=O)n1c(SCC(=O)N(C)C)nc2ccccc21
12	C[C@@H](C(=O)Nc1ccc2ccccc2c1)[C@@H]1C[C@@]1(C)[C@@H](NC(=O)c1ccccc1)c1ccccc1
13	CCOc1cc(CNCCN(C)C)c(Cl)cc1OCC(=O)NCCc1ccccc1
14	COc1ccccc1Nc1cc(N2CCOCC2)c2nonc2c1[N+](=O)[O-]
15	COc1ccc(C(=O)N2CC3(CC(c4cccc(NC(=O)CC(c5ccccc5)c5ccccc5)c4)=NO3)C[C@H]2C(N)=O)cc1 (some centres undefined)
16	COc1cc(OC)cc(C(=O)Nc2ccccc2C(=O)NCc2cccnc2)c1
17	Cn1c(C(=O)Nc2ccc3c(c2)OCO3)cc2sccc21
18	COC(=O)CN(c1nc(C)c(Br)c(OC)n1)S(=O)(=O)c1ccc(C)cc1
19	O=C(Nc1cccc(S(=O)(=O)Nc2ccccc2Cl)c1)c1ccc(N2CCCC2)c([N+](=O)[O-])c1
20	N#C/C(=C\c1cn(CC(=O)N2CCCCC2)c2ccccc12)C(=O)NCc1ccc2c(c1)OCO2
Screen / compound no.,11,12,13,14,15,16,17,18,19,20
PI4K2A inh,4,0,-3,-3,-4,-11,-5,0,0,-1
BAZ2B block,2%,-2%,-6%,-16%,-22%,-3%,-38%,5%,-29%,2%
JMJD2A Tudor,-15%,-16%,-33%,1%,-31%,-9%,?,15%,?,-20%
GLS inh,3%,6%,4%,7%,-2%,3%,3%,0%,3%,5%
G9a block,-6%[59 µM],?,11%[12.7 µM],-37%,-28%[59 µM],13%,32µM*,1%[59 µM],?,49%[59 µM]
Tb PGK inh,0%,-5%,i,0%,-8%,6%,i,-2%,1%,7%
Pin1 inhibitor,-7%,2%,-6%,2%,41%[activator],6%,-2%,-1%,-11%,?
POLH inh,7%,-11%,-16%,-6%,-3%,4%,-17%,-11%,-20%,-13%
HP1b chromo inh,51%,21%,30%,23%,8%,6%,-18%,51%[activator],-7%,-8%

21	Cc1nn(C)c2c(=O)c(=O)c2n(C)[nH]1
22	O=c1c2ccccc2[nH]c(=S)n1CCCn1ccnc1
23	Cc1cccn2c(=O)nc(SCC(=O)N3CCN(c4ccccc4)CC3)nc12
24	O=C(NCCc1ccc(Cl)cc1)c1nc(-c2cccc(F)c2)n2c1CCCCC2
25	Cc1ccc(C(=O)NC(=S)N2CC(C)OC(C)C2)cc1[N+](=O)[O-] (centres undefined)
26	CCCn1cc(CN2CCCC(C(=O)c3cccc(OC(C)C)c3)C2)c(C)n1 (centres undefined)
27	C/C(=N\NC(=O)c1cc(-c2ccc(O)cc2)nc2ccccc12)c1cccnc1
28	O=C1NC(=S)SC1=Cc1ccccc1Br
29	O=C(Nc1ccc2[nH]ncc2c1)c1ccccc1Cl
30	CC(C)c1ccc(-c2nnc(SCC(=O)NC3CC3)n2C)cc1
Screen / compound no.,21,22,23,24,25,26,27,28,29,30
PI4K2A inh,4,-1,-6,1,3,8,-1,-2,-4,-1
BAZ2B block,-21%,-36%,13%,11µM*,-32%,2%,-26%,nt,-6%,-1%
JMJD2A Tudor,-15%,-11%,-9%,22µM*,-29%,-19%,-18%,?,3%,1%
GLS inh,12%,4%,14%,-7%,7%,-1%,-16%,24%,-17%,-1%
G9a block,12%,?,2%[59 µM],25µM*,40µM*,-3%,?,nt,nt,27%
Tb PGK inh,i,-2%,-2%,6%,-2%,i,-6%,-4%,-1%,-4%
Pin1 inhibitor,-10%,-9%,1%,2%,2%,2%,5%,-3%,2%,-10%
POLH inh,-7%,-22%,-2%,-19%,-9%,-9%,2%,?,-10%,-5%
HP1b chromo inh,1%,33%,15%,-23%,3%,15%,28%,?,37%,46%[activator]

A different layout for five compounds above:
cpd	PI4K2A inh	BAZ2B block	JMJD2A Tudor	GLS inh	G9a block	Tb PGK inh	Pin1 inhibitor	POLH inh	HP1b chromo inh	SMILES
21	4	-21%	-15%	12%	12%	i	-10%	-7%	1%	Cc1nn(C)c2c(=O)c(=O)c2n(C)[nH]1
22	-1	-36%	-11%	4%	?	-2%	-9%	-22%	33%	O=c1c2ccccc2[nH]c(=S)n1CCCn1ccnc1
23	-6	13%	-9%	14%	2%[59 µM]	-2%	1%	-2%	15%	Cc1cccn2c(=O)nc(SCC(=O)N3CCN(c4ccccc4)CC3)nc12
24	1	11µM*	22µM*	-7%	25µM*	6%	2%	-19%	-23%	O=C(NCCc1ccc(Cl)cc1)c1nc(-c2cccc(F)c2)n2c1CCCCC2
25	3	-32%	-29%	7%	40µM*	-2%	2%	-9%	3%	Cc1ccc(C(=O)NC(=S)N2CC(C)OC(C)C2)cc1[N+](=O)[O-] (centres undefined)

(continued)
31	Nc1nc(N)c(Cc2ccc(Cl)cc2Cl)c(N)n1
32	COc1ccc(-c2cc(C(F)(F)F)c3c(N)c(C(=O)NCCSC)sc3n2)cc1
33	Fc1cccc(Nc2nc3ccccc3n3cnnc23)c1
34	CCC(=O)c1ccc(OCC(=O)Nc2ccc3nc(C)sc3c2)cc1
35	CCN(CC)c1ccc(/C=c2\sc3nnc(-c4ccccc4Cl)n3c2=O)cc1
36	Oc1ccc(N=Nc2ccc3c(c2)OCCO3)c(O)c1
37	O=C(Nc1ccc(S(=O)(=O)Nc2nccs2)cc1)c1ccc(=O)[nH]c1
38	CCCc1[nH][nH]c(=O)c1C(c1ccc(Br)cc1)C(C#N)C#N (centres undefined)
39	CCc1c(C)nc2ncnn2c1N1CCCC(C(=O)NCCc2ccccc2)C1 (centres undefined)
40	Cn1c(N)c(S(=O)(=O)c2ccc(Br)cc2)c2nc3ccccc3nc21
41	CCN(CC(=O)Nc1ccccc1C(F)(F)F)C(=O)c1ccc2[nH]c3c(c2c1)CC(C)CC3 (centres undefined)
42	NC1=NN(c2c(Cl)cc(Cl)cc2Cl)C(=O)C1
Screen / compound no.,31,32,33,34,35,36,37,38,39,40,41,42
PI4K2A inh,0,4,-6,0,19,-29,-14,6,2,2,-2,-1
BAZ2B block,-39%,-32%,-3%,-18%,-26%,?,50µM*,-32%,-7%,4%,?,nt
JMJD2A Tudor,-8%,-8%,-7%,7%,-12%,40µM*,?,-33%,-19%,6%,?,-8%
GLS inh,0%,-9%,5%,0%,-2%,19%,17%,-8%,-16%,-7%,5%,13%
G9a block,?,-8%,9%,-23%,?,?,nt,?,18%[2.33 µM],7%[59 µM],9%[12.7 µM],nt
Tb PGK inh,-2%,-7%,2%,-3%,2%,-19%,-17%,nt,-7%,-10%,-2%,3%
Pin1 inhibitor,-3%,?,25%,19%,?,6%,?,0%,0%,?,?,6%
POLH inh,-15%,-18%,8%,-13%,?,-4%,20µM*,-13%,-10%,-1%,-14%,-16%
HP1b chromo inh,10%,41%[activator],16%,29%,-1%,-35%,-13%,12%,2%,50%[activator],-25%,30%
